Pf Dd2 inh – P. falciparum Dd2 growth inhibition. SYBR Green, 72 h; stronger effect = lower value. activity change, % at 10 µM. 94,000 tested, 2.3% active. AID 1159554; in the data active means activity change below about -80%; inconclusive means no clear call, values can overlap the other calls
Tcruzi prolif – T. cruzi proliferation inhibition. T. cruzi beta-gal in NIH3T3, GalScreen luminescence, 90 h. inhibition, % at 8.34 µM. 77,000 tested, 5.9% active;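 active means mean inhibition above about 93%, with at least 55% of replicates each passing it, limit read from the data, passing the limit was not always enough; inconclusive means only one of those two conditions holds; inactive means neither condition holds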
KDM4C inh – blocks human GASC-1 (KDM4C) demethylase activity; GST-KDM4C 2-372, H3K9me3 peptide, LANCE TR-FRET; inhibition, % at 12.5 µM; 96,000 tested, 0.15% active; AID 720574;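 active means mean replicate inhibition above about 25%, with at least 55% of replicates also reaching it, limit read from the data, passing the limit was not always enough; inconclusive means only one of those two conditions met; inactive means neither condition met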
Target sequence (Q9H3R0 2-372 limits assumed): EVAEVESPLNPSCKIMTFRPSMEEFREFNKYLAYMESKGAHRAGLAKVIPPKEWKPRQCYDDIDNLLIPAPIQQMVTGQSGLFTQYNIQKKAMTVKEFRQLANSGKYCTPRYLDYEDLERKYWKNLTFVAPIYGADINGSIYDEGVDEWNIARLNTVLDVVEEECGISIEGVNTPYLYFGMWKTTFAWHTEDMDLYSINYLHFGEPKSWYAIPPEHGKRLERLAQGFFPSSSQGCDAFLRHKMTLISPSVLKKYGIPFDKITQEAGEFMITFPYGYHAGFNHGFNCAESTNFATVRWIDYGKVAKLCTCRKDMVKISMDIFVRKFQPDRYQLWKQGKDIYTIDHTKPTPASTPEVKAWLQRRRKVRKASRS
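Material: GST-tagged GASC-1 (JMJD2C) catalytic fragment, aa 2-372. Input: enzyme final amount 10 nM. Medium: HEPES buffer, pH 7.5, plus ascorbate. Reagent: H3K9me3 peptide substrate, Fe(II), 2-oxoglutarate. Doses: single dose. Times: reaction 30 min RT, detection step 1 h RT. Measured by: LANCE TR-FRET. Evaluation: Fall in 671/618 emission ratio as inhibition.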
C diff growth – blocks growth of Clostridium difficile; Clostridium difficile clinical isolate growth, OD600, 24 h; stronger effect = lower value; growth activity, negative = inhibition, % at 16 µg/mL (by protocol); 86,000 tested, 0.25% active; AID 1259249;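 active means mean growth activity at or below -80% and every replicate also at or below -80%; inconclusive means mean at or below -80% but some replicate above -80%; inactive means mean growth activity above -80%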;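 further: 0% = DMSO wells and -100% = levofloxacin 16 µg/mL wells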
Numbers without * were called inactive; ? = inconclusive; nt = no result given; & = joins results of further samples; ! = repeats disagree. Rows were taken by chance. About 7.3% of those tested had a hit in this group.

SMILES | Pf Dd2 inh | Tcruzi prolif | KDM4C inh | C diff growth
COc1ccc(NC(=O)N2C[C@@H]3[C@H](c4ccccc42)[C@@H](CO)N3Cc2ccccn2)cc1 | -3.6 | 0.0 | 4.2 | 10.1
CN1C[C@H](O)COC[C@@H]2O[C@@H](CC(=O)N3CCN(c4ccccc4)CC3)CC[C@H]21 | -31.9 | ? | 0.5 | -3.2&-3.8
COCC(=O)N1C[C@@H](C)[C@H](OC)CN(C)C(=O)c2ccc(NS(C)(=O)=O)cc2OC[C@@H]1C | 7.1 | -3.1 | 0.0 | nt
O=C(C1CCC1)N1CC2(C1)[C@H](c1ccccc1)[C@H](CO)N2Cc1cccnc1 | -11.4 | nt | -0.5 | 8.5
CCc1cnc(N2[C@H](C#N)[C@@H](c3ccc(C4=CCCC4)cc3)[C@@H]2CO)s1 | -30.5 | 85.6 | 4.4 | 9.9
C[C@@H]1CN([C@H](C)CO)C(=O)c2cc(NS(C)(=O)=O)ccc2O[C@H]1CN(C)S(=O)(=O)c1cn(C)cn1 | -0.6 | -50.4 | -0.2 | nt
COc1ccc2c3c(n(C)c2c1)[C@H](CO)N(Cc1ccc(F)cc1)CC31CCN(CC2CC2)CC1 | -83.9* | nt | 0.3 | 1.2
CN1C(=O)c2cc(NS(C)(=O)=O)ccc2OC[C@@H]2O[C@H](CC(=O)O)CC[C@@H]21 | 2.0 | -4.0 | -3.2 | 12.2
C[C@@H]1CN([C@H](C)CO)C(=O)c2cccc(NC(=O)c3ccc(-c4nccs4)cc3)c2O[C@@H]1CN(C)Cc1ccc(C(=O)Nc2ccccc2N)cc1 | -90.9* | 89.6 | -2.0 | 1.2
O=C(NCC[C@@H]1CC[C@H](NC(=O)C2CCC2)[C@@H](CO)O1)c1cnccn1 | 10.3 | 22.5 | -1.1 | nt
Cc1noc(C)c1NC(=O)N(C)C[C@@H]1OCc2cnnn2CCCC(=O)N([C@H](C)CO)C[C@@H]1C | 14.0 | -25.6 | nt | -6.6
O=C(Nc1ccc(C(F)(F)F)cc1)N1C[C@@H]2N[C@H](C1)C2c1ccc(-c2cccnc2)cc1 (some centres not stated) | -90.9*! | nt | 0.0 | -102.0*!
CO[C@@H]1CN(C)C(=O)c2ccc(NS(=O)(=O)c3ccc(F)cc3)cc2OC[C@@H](C)NC[C@@H]1C | 48.2 | 24.0 | -0.4 | 0.4
CC(C)NC(=O)Nc1ccc2c(c1)C(=O)N([C@H](C)CO)C[C@H](C)[C@@H](CN(C)S(=O)(=O)c1ccccc1)OCCCC[C@H](C)O2 | -20.0 | 86.7 | 1.9 | 2.3
COCC(=O)N1[C@@H](CO)[C@@H](c2ccccc2)C12CN(C(=O)NC1CCCCC1)C2 | 38.9 | nt | -1.0 | -2.5
C[C@@H]1CN([C@H](C)CO)C(=O)CCCn2nncc2CO[C@H]1CN(C)S(=O)(=O)c1ccccc1 | -0.6&8.0 | -34.0&13.3 | 0.2 | 0.1
COc1ccc(S(=O)(=O)N(C)C[C@H]2Oc3ccc(NC(=O)Nc4ccc(C(F)(F)F)cc4)cc3CC(=O)N([C@H](C)CO)C[C@@H]2C)cc1 | 1.5 | -15.5 | 4.8 | -0.3
C[C@@H]1CCCCO[C@H](CN(C)S(=O)(=O)c2ccc(F)cc2)[C@H](C)CN([C@H](C)CO)C(=O)c2cc(NS(=O)(=O)c3ccccc3)ccc2O1 | -45.9 | 104.0* | -1.7 | 6.1
COc1ccc(C#Cc2ccc([C@H]3[C@@H](CO)N4C(=O)CN(C(=O)c5ccc(F)cc5)C[C@@H]34)cc2)cc1 | 8.9 | nt | -1.2 | 53.8
O=C(C[C@H]1C[C@H]2c3cc(NC(=O)C4CCC4)ccc3O[C@H]2[C@H](CO)O1)NCc1cccnc1 | -16.1 | 35.0 | 2.3 | -3.5
C[C@H]1CN([C@@H](C)CO)C(=O)c2cccc(NC(=O)c3cnccn3)c2O[C@@H]1CN(C)C(=O)Nc1ccc2c(c1)OCO2 | 26.7 | -55.4 | 1.0 | nt
O=C(NC1CCC1)[C@H]1[C@H](CO)[C@H]2Cn3c(ccc(-c4ccccc4)c3=O)[C@@H]1N2Cc1cocn1 | 10.7 | 21.7 | -0.7 | 3.4
COc1cccc(-c2ccc3c(c2)[C@H]2[C@H](CCN2S(=O)(=O)c2cccc(OC)c2)[C@H](CO)N3)c1 | -3.6 | -4.0 | -2.2 | -9.9
O=C(N[C@@H]1CC[C@@H](CCn2cc(-c3ccc(F)cc3)nn2)O[C@@H]1CO)c1cnccn1 | -10.5 | nt | 0.7 | -1.2
C[C@H]1CN([C@@H](C)CO)C(=O)Cc2cc(NC(=O)C3CCCCC3)ccc2O[C@H]1CN(C)Cc1ccncc1 | -7.7 | 21.0 | 0.8 | 3.5

An excerpt from above in order of the KDM4C inh value, smallest number first.
SMILES,KDM4C inh
C[C@@H]1CN([C@H](C)CO)C(=O)c2cccc(NC(=O)c3ccc(-c4nccs4)cc3)c2O[C@@H]1CN(C)Cc1ccc(C(=O)Nc2ccccc2N)cc1,-2.0
COCC(=O)N1C[C@@H](C)[C@H](OC)CN(C)C(=O)c2ccc(NS(C)(=O)=O)cc2OC[C@@H]1C,0.0
O=C(N[C@@H]1CC[C@@H](CCn2cc(-c3ccc(F)cc3)nn2)O[C@@H]1CO)c1cnccn1,0.7

The list continues:
SMILES | Pf Dd2 inh | Tcruzi prolif | KDM4C inh | C diff growth
CCC(=O)N1CC2(CCN(C(=O)c3cccnc3)CC2)c2c([nH]c3cc(OC)ccc23)[C@@H]1CO | -56.5 | nt | -0.3 | 0.5
CNC(=O)C[C@@H]1CC[C@@H]2[C@H](COC[C@H](O)CN2Cc2ccc(C(F)(F)F)cc2)O1 | 16.3 | nt | -1.3 | 4.2&2.0
C[C@H](CO)N1C[C@H](C)[C@H](CN(C)C(=O)c2ccccc2F)Oc2ncc(C#CC(C)(C)O)cc2C1=O | 51.1 | 25.6 | -0.5 | -4.5
C[C@H](CO)N1C[C@H](C)[C@@H](CN(C)S(=O)(=O)c2cn(C)cn2)Oc2c(NC(=O)Nc3ccccc3)cccc2C1=O | -6.7 | 33.3 | 2.9 | -1.9
O=C(NC[C@H]1[C@H](c2ccccc2)[C@H](CO)N1C(=O)C1CC1)NC1CCCC1 | -2.6 | -0.7 | -1.0 | 1.2
C[C@@H]1CN([C@H](C)CO)C(=O)c2cc(NC(=O)c3ccncc3)ccc2O[C@H]1CN(C)S(=O)(=O)c1ccc(Cl)cc1 | 0.1 | 32.4 | -1.0 | -2.1
C[C@@H]1CN([C@@H](C)CO)C(=O)Cc2cc(NC(=O)Cc3cn(C)c4ccccc34)ccc2O[C@@H]1CN(C)C(=O)NC1CCCCC1 | -38.5 | -13.8 | 0.0 | 2.6
CC(=O)NC[C@H]1[C@H](c2ccc(-c3cccc(F)c3)cc2)[C@@H](CO)N1C(C)=O | -2.6 | 83.9 | -0.3 | -10.2
C[C@H](CO)N1C[C@H](C)[C@H](CN(C)C(=O)NC2CCCCC2)OCc2cnnn2CCCC1=O | 0.2&8.1 | -28.1&12.7 | 0.4 | 2.4
COc1ccc(NC(=O)N(C)C[C@H]2Oc3ccc(NC(=O)NC4CCCCC4)cc3C(=O)N([C@H](C)CO)C[C@@H]2C)cc1 | 20.3 | -1.9 | -0.3 | 0.6
O=C(C1CCCCC1)N1CC2(C1)[C@H](c1ccccc1)[C@H](CO)N2C(=O)NC1CCCC1 | -4.6 | nt | 0.6 | -12.0
Cc1ccc(S(=O)(=O)N(C)C[C@H]2OCCCC[C@@H](C)Oc3ccc(N(C)C)cc3C(=O)N([C@@H](C)CO)C[C@@H]2C)cc1 | -71.6 | 89.3 | 1.0 | -6.7
C[C@H](CO)N1C[C@H](C)[C@H](CN(C)Cc2ccncc2)Oc2ncc(C#CCC3CCCCC3)cc2C1=O | -10.4 | nt | 2.4 | 11.6
CS(=O)(=O)Nc1ccc2c(c1)[C@@H]1C[C@H](CC(=O)O)O[C@@H](CO)[C@@H]1O2 | -16.5 | nt | 1.4 | 3.6
C[C@H](CO)N1C[C@H](C)[C@@H](CN(C)C(=O)C2CC2)Oc2ncc(C#CC3(O)CCCC3)cc2C1=O | 66.4 | 20.1 | 1.0 | nt
C[C@@H](NC(=O)C[C@@H]1CC[C@@H](NC(=O)C2CCC2)[C@@H](CO)O1)c1ccccc1 | 21.5 | 15.0 | 1.4 | nt
CC=Cc1ccc2n(c1=O)C[C@H]1[C@H](CO)[C@@H](C(=O)N3CCOCC3)N(Cc3ccccc3)[C@@H]21 (mixture of isomers) | -7.7 | 83.7 | 0.2 | 2.3
COc1ccc(-c2ccccc2[C@H]2[C@@H](C#N)N(C(=O)C3CCCCC3)[C@H]2CO)cc1 | -92.7* | nt | -0.5 | -1.1
COc1ccc2c3c([nH]c2c1)[C@@H](CO)N(C(=O)c1cccnc1)CC31CCN(C(=O)c2cccnc2)CC1 | 22.5 | nt | -0.2 | 0.7
CCNC(=O)C[C@@H]1CC[C@H](NC(=O)C2CCC2)[C@@H](CO)O1 | nt | nt | 0.3 | 4.1
C[C@H](CO)N1C[C@H](C)[C@H](CN(C)Cc2ccc(-c3ccccc3)cc2)Oc2ccc(NC(=O)Nc3ccc(F)cc3)cc2CC1=O | -4.0 | 100.3* | -2.8 | 6.1
C[C@H]1CN([C@@H](C)CO)C(=O)c2cc(NC(=O)C3CCCCC3)ccc2O[C@@H]1CN(C)Cc1ccc(Oc2ccccc2)cc1 | -21.8 | 41.5 | 2.7 | 10.9
C[C@@H]1CN([C@H](C)CO)C(=O)c2cc(C#CC(C)(C)O)cnc2O[C@H]1CN(C)C(=O)c1ccccc1F | 24.8 | -11.2 | -0.9 | -5.4
O=C(Cc1ccccn1)NCC[C@@H]1CC[C@@H](NC(=O)c2ccccc2F)[C@@H](CO)O1 | 19.1 | 2.5 | ? | nt
COc1ccc(NC(=O)Nc2ccc3c(c2)CC(=O)N([C@@H](C)CO)C[C@@H](C)[C@@H](CN(C)Cc2ccc4c(c2)OCO4)O3)cc1 | -20.6 | 81.1 | 0.5 | -0.9

Shown as a hit in C diff growth (from the list above):
SMILES	KDM4C inh	C diff growth
O=C(Nc1ccc(C(F)(F)F)cc1)N1C[C@@H]2N[C@H](C1)C2c1ccc(-c2cccnc2)cc1 (some centres not stated)	0.0	-102.0*!

Additional results.
SMILES | Pf Dd2 inh | Tcruzi prolif | KDM4C inh | C diff growth
CNC[C@@H]1OCCCC[C@@H](C)Oc2ccc(NS(=O)(=O)c3c(C)noc3C)cc2C(=O)N([C@@H](C)CO)C[C@H]1C | 29.7 | -12.9 | nt | -0.4
CCCNC(=O)N(C)C[C@H]1Oc2cc(C#C[C@@H](C)O)ccc2S(=O)(=O)N([C@H](C)CO)C[C@@H]1C | 33.8 | -25.5 | 2.7 | -3.1
C[C@@H]1CCCCO[C@H](CN(C)C(=O)NC2CCCCC2)[C@@H](C)CN([C@H](C)CO)C(=O)c2cc(NS(=O)(=O)c3cccs3)ccc2O1 | -10.9 | -25.4 | 0.5 | -1.0
C[C@H]1CN([C@@H](C)CO)C(=O)c2cc(NC(=O)Nc3ccc(C(F)(F)F)cc3)ccc2O[C@H]1CN(C)Cc1ccc2c(c1)OCO2 | -23.7 | 58.0 | -5.8 | 23.2
CC(=O)NC[C@@H]1[C@H](c2ccccc2)[C@H](CO)N1C(=O)Cc1ccncc1 | 17.7 | 60.7 | -0.2 | 3.9
CC(C)NC(=O)Nc1ccc2c(c1)CC(=O)N([C@H](C)CO)C[C@H](C)[C@@H](CN(C)CC1CC1)O2 | -0.1 | -1.6 | 1.0 | 0.6
C[C@H]1CN([C@@H](C)CO)C(=O)c2cc(C3=CCCC3)cnc2O[C@H]1CN(C)C(=O)CN1CCOCC1 | 20.2 | 76.7 | 0.2 | -2.5
CC=Cc1ccc2n(c1=O)C[C@H]1[C@H](CO)[C@@H](C(=O)NCc3cccc(F)c3)[C@@H]2N1S(C)(=O)=O (mixture of isomers) | 5.0 | 78.4 | -0.4 | -4.9
Cc1ccc(S(=O)(=O)Nc2ccc3c(c2)C(=O)N([C@@H](C)CO)C[C@@H](C)[C@H](CN(C)C(=O)NC(C)C)O3)cc1 | 5.5 | -41.4 | -0.1 | -1.3
C/C=C/c1ccc2c(c1)O[C@@H](CN(C)C(=O)CC)[C@@H](C)CN([C@H](C)CO)S2(=O)=O | 14.7 | -7.7 | 5.8 | -0.6
C[C@H]1CN([C@@H](C)CO)C(=O)c2cc(C#CC(C)(C)O)cnc2O[C@H]1CN(C)C(=O)C1CCOCC1 | 27.3 | -12.7 | -1.1 | -2.4
O=C(CN1CCOCC1)N1CC[C@@H]2[C@H](CO)Nc3ccc(-c4ccc(F)cc4)cc3[C@@H]21 | -2.3 | 67.2 | -1.6 | -14.0
